Screening data (PubChem BioAssay)
Tau fluor cs: counter-screen for tau fibril formation inhibitors. tau K18 P301L Alexa594 fluorescence, heparin fibrillization. Potency, µM (series often up to 57.7 µM), for the others: at the top dose activity change, negative = decrease. hit rate 0.93% among 280,000. AID 1463; also: nearly all actives have a fitted effect of over 55% in size
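Human K18 P301L tau (15 uM unlabeled plus 0.24 uM Alexa 594-labeled, final) in 100 mM sodium acetate pH 7 was mixed with compound and 20 uM heparin and incubated 6 hr at 37 C.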
L3MBTL1 block: blocks human L3MBTL1; Q9Y468; AlphaScreen L3MBTL1–H3K9me1 peptide binding; Potency, µM (top dose mostly 57.1 µM), for the others: top-dose activity, negative = inhibition, most hits filed as inhibitors; hit rate 0.66% among 230,000; also: nearly all actives have a fitted effect of over 60% in size
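Displacement of a biotinylated histone H3(1-15) peptide monomethylated at Lys9 (75 nM) from L3MBTL1 (50 nM) was measured by AlphaScreen after a 30 min room-temperature compound incubation; cefsulodin titration served as intraplate control.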
aGal spleen mod: inhibitors or activators of human alpha-galactosidase in spleen homogenate | P06280 | human spleen homogenate, 4MU-alpha-Gal fluorescence, 40 min | Potency, µM (doses to about 80 µM), inactives show top-dose activity change, negative = inhibition, most hits filed as inhibitors | hit rate 0.008% among 240,000;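 also: 0% = enzyme with vehicle and -100% = no enzyme basal signal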
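Human spleen homogenate (1 ug) as enzyme source, 4-methylumbelliferyl-alpha-D-galactopyranoside 1 mM final, citrate/phosphate pH 5.0 with 0.01% Tween-20. Compounds 40 min at 37C, NaOH/glycine stop; fluorescence Ex 365/Em 440, Hill-fit AC50.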
Tau ThT inhib: blocks human tau fibril formation measured by thioflavin T. P10636. Potency, µM (titrated, usually from 57.4 µM), for the others: at the top dose activity, negative = inhibition, most hits filed as inhibitors. hit rate 2.1% among 270,000. recombinant tau K18 P301L (four-repeat tau fragment), heparin-induced fibrillization, ThT fluorescence; also: nearly all actives have a fitted effect of over 55% in size
Target sequence (P10636 561-689 P618L limits assumed): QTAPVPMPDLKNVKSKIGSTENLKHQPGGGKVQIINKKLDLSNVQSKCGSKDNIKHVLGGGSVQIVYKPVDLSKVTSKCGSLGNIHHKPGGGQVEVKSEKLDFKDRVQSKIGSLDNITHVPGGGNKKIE
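Heparin-induced (20 uM) aggregation of recombinant human K18 P301L tau, 15 uM unlabeled with 0.24 uM labeled, pH 7 acetate buffer, 6 hr at 37 C with compound. Fibrils quantified by 30 uM ThT fluorescence after 1 hr ambient incubation.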
TRb-SRC2 inh: disrupts binding of human TR beta to SRC2; P10828; TRbeta-SRC2 peptide binding, fluorescence polarization; receptor liganded with 1 µM T3; Potency, µM (titrated, usually from 106 µM), for inactives: top-dose activity change, negative = inhibition, most hits filed as inhibitors; hit rate 0.065% among 280,000; AID 1469;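 also: plate controls were bound peptide for no effect and peptide without receptor for full effect; nearly all actives have a fitted effect of over 50% in size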
Target sequence (P10828 whole entry, looked up): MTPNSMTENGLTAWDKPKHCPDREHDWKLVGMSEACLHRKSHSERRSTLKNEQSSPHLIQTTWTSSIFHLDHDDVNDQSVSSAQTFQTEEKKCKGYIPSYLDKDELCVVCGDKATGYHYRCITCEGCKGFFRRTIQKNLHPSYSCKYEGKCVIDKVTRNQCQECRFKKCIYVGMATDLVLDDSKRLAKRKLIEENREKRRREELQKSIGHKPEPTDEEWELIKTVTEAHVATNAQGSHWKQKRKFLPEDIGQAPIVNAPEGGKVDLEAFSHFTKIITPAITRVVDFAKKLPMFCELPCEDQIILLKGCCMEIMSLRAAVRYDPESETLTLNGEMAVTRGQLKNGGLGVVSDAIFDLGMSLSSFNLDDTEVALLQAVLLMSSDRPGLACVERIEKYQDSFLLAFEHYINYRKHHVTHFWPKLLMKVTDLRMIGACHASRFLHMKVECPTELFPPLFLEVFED
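Each compound concentration gave % activity, normalized to unbound and bound Texas Red SRC2 controls, from polarization read after 5 hr ambient incubation with T3-loaded human TRb LBD.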
TR SRC2 fluor cs: Texas Red fluorescence interference in TRb-SRC2 counter-screen. TRb/SRC2 Texas Red total fluorescence interference. Potency, µM (series often up to 106 µM), for the others: at the highest dose fluorescence change, negative = quenching. hit rate 0.29% among 280,000; active = well fitted curve in either direction with a large enough effect; inconclusive = small, poorly fitted or top-dose-only effect
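Human TRβ ligand-binding domain (0.6 uM) and Texas Red SRC2 peptide (20 nM) in Tris buffer with 1 uM T3 and 5% DMSO were incubated with pinned compound for 5 hr at ambient temperature. Total fluorescence was computed as S + 2P (555/632 nm).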
ALDH1A1 block: blocks purified human ALDH1A1 activity; AID 1030; Potency, µM (doses to about 75.3 µM), without a hit: at the top dose activity, negative = inhibition, most hits filed as inhibitors; hit rate 7.3% among 220,000; Purified ALDH1A1, NADH fluorescence, propionaldehyde substrate; active = well fitted inhibition curve with a large enough effect, not every such curve was filed as active; inconclusive = small, poorly fitted or top-dose-only effect, or another doubt; inactive = no such curve, though single readings can be large or run the other way;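 also: plate controls were no enzyme wells and a reference inhibitor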
Target sequence (P00352 whole entry, looked up): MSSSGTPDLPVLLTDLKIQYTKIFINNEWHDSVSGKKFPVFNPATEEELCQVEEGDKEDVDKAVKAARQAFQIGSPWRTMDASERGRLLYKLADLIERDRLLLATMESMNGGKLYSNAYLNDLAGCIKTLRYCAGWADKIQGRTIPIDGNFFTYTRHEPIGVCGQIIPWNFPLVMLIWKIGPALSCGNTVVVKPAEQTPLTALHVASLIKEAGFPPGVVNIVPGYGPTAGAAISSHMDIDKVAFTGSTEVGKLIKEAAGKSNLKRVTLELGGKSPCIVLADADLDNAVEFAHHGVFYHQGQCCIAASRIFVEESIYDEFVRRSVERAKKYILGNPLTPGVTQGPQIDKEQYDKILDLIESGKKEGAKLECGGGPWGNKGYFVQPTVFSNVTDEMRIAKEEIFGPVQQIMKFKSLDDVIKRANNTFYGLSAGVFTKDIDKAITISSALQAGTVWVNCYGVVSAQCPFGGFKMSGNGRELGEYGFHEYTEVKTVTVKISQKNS
Tau fibril FP: blocks human tau fibril formation measured by polarization; hit rate 0.39% among 280,000; K18 P301L tau heparin fibrillization, Alexa594 FP, 6 h; Potency, µM (titrated, usually from 57.7 µM), for the others: at the highest dose activity, negative = inhibition, actives largely listed as inhibitors; P10636; AID 1468; also: nearly all actives have a fitted effect of over 55% in size
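Quantitative HTS format: compounds meet 15 uM recombinant K18 P301L tau and Alexa 594-tau tracer in 100 mM sodium acetate pH 7; 20 uM heparin triggers fibrillization at 37 C over 6 hr; FP gives the signal.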
Active calls of the source: *; ? = inconclusive; / = no result given; [ ] = another dose, or the depositor's remark. Unless noted, calls follow the shape of the dose curve; as a rule, active = well fitted curve in the direction sought with a large enough effect; inconclusive = small, poorly fitted or top-dose-only effect, or another doubt; inactive = no such curve, though single readings can be large; an effect the other way counts as inactive or inconclusive. Unless noted, % is scaled to controls: 0 for no effect and ±100 for the full control effect; potency is read from the fitted curve at half-maximal effect.

Screens in order: TR SRC2 fluor cs	aGal spleen mod	L3MBTL1 block	ALDH1A1 block	Tau ThT inhib	TRb-SRC2 inh	Tau fluor cs	Tau fibril FP
#1 Cc1cc(C)c(/C=N/NC(=O)c2nnn(-c3nonc3N)c2COc2ccc(F)cc2)c(C)c1
→ 0.0%	2.7%	0.9%	/	-7.6%	-2.3%	?	?
#2 CCOc1ccc(CC(=O)NCCc2sc(-c3cccc(F)c3)nc2C)cc1
→ 3.9%	/	/	/	-6.4%	5.5%	-10.9%	6.2%
#3 CCOC(=O)/C=C/C(=O)OCC(=O)Nc1ccc(OC)c(Cl)c1
→ -0.4%	-9.0%	5.5%	?	?	-5.0%	5.6%	2.9%
#4 CCOc1ccc(N2C(=O)CC(Sc3nc(-c4cccs4)cc(C(F)(F)F)c3C#N)C2=O)cc1 (centres undefined)
→ -1.3%	3.9%	-2.0%	?	?	-12.4%	-14.7%	-1.8%
#5 COc1ccc(OC)c(NC(=O)Nc2nnc(N3CCCCC3C)s2)c1 (centres undefined)
→ -5.4%	-4.3%	-2.2%	/	-22.2%	7.2%	?	?
#6 O=C1CN2C(=Nc3ccc(Br)cc3C2c2ccccc2)CCN1 (centres undefined)
→ -0.1%	0.6%	-0.9%	3.4%	-12.1%	-6.1%	-2.7%	1.8%
#7 Cc1ccc(-c2noc(C(C)NS(=O)(=O)c3ccc(C)cc3)n2)cc1 (centres undefined)
→ -2.9%	/	/	/	-5.3%	-1.5%	-18.1%	-2.5%
#8 COc1ccc2c(c1OC)C(=O)OC2C/C(=N\NC(N)=O)c1ccccc1 (centres undefined)
→ -1.3%	4.1%	/	1.4%	5.6%	2.0%	0.7%	-4.1%
#9 COc1cccc(C(=O)c2cn(CC(=O)NCc3ccccc3)c3nc(C)ccc3c2=O)c1
→ -0.5%	/	/	/	1.6%	2.5%	-2.8%	0.8%
#10 CCc1nnc2sc(-c3ccc(NC(=O)c4ccco4)cc3)nn12
→ -5.2%	6.6%	-10.5%	48.5%[activator]	-6.0%	-14.6%	-5.2%	1.0%
#11 COc1cccc(/C=C/C(=O)Nc2cccc(C(C)=O)c2)c1OC
→ -3.0%	8.5%	7.1%	0.8%	?	-1.0%	-23.5%	?
#12 O=C(NC(=S)Nc1ccccc1N1CCCCC1)c1ccco1
→ -0.3%	-1.4%	-27.6%	?	-8.2%	-12.4%	?	?
#13 COc1ccc(NCc2cc3cc4c(cc3n(CC(=O)Nc3ccc(C)c(C)c3)c2=O)OCO4)cc1
→ -2.8%	/	/	/	6.1%	-0.2%	?	?
#14 Cc1nc2c([nH]c3ccc(Br)cc32)s1
→ -5.2%	17.9%	0.3%	2.6%	-8.5%	0.0%	-12.5%	10.2%
#15 CCOC(=O)c1nn(-c2ccccc2C)c2nc(CC(C)C)c(C#N)c(=O)n12
→ -0.8%	-2.7%	7.4%	1.0%	-1.6%	-4.7%	-5.5%	-2.3%
#16 COc1ccc(C(=O)Cc2nnc(C)s2)cc1
→ -0.5%	-2.9%	-4.0%	14.8%	-9.3%	-2.2%	9.1%	16.4%
#17 O=C(COc1ccc(=O)n(-c2ccccc2)n1)Nc1ccccc1
→ -0.5%	3.8%	3.8%	-9.7%	-1.9%	-9.4%	2.4%	1.6%
#18 O=c1c(Cc2ccc(Cl)cc2)c(O)ccn1Cc1cccc(Cl)c1
→ 1.8%	11.7%	13.5%	-1.3%	-8.4%	-3.8%	-13.0%	-10.4%
#19 COCCn1c(SCC(=O)NCc2ccco2)nnc1C(C)C
→ 0.1%	-13.2%	10.4%[11.4 µM]	-13.6%	?	-3.6%	-8.7%	?
#20 Cc1ccc(NC(=O)Cn2c(=O)n(CC3CCC(C(=O)NC(C)C)CC3)c(=O)c3sccc32)cc1 (centres undefined)
→ 0.2%	/	/	/	-9.0%	2.9%	-6.6%	-5.9%
#21 CSc1cccc(NC(=O)CN2C(=O)COc3ccc(S(=O)(=O)N4CCC(C)CC4)cc32)c1
→ -1.2%	/	/	/	3.4%	-1.1%	?	-12.7%
#22 COc1ccc(Cl)cc1N(C)C(=O)CCc1nc(-c2ccc(C)cc2)no1
→ -6.9%	1.2%	0.3%	-7.6%	-14.4%	1.9%	-13.8%	2.0%
#23 O=C(Oc1ccc(OC(=O)c2ccco2)c(S(=O)(=O)c2ccc(Br)cc2)c1)c1ccco1
→ 2.6%	8.0%	-12.6%	?	1.0%	-14.9%	-0.5%	0.6%
#24 CCCc1nc2c(C)cc(C)cc2c(N)c1CC
→ 0.2%	3.0%	6.7%	?	-14.4%	1.6%	-7.2%	-2.2%
#25 COc1ccc(CN(Cc2ccco2)S(=O)(=O)c2ccc(S(=O)(=O)N3CCCC3)cc2)cc1
→ -1.8%	2.3%	/	14.8%	-3.0%	-0.9%	-11.5%	-9.8%
#26 CNCc1cc2ccc(C)cc2[nH]c1=O
→ 2.6%	-1.4%	2.2%	?	-4.8%	-3.0%	-0.8%	-6.5%
#27 C=C1C(N)CC2CC1C2(C)C (centres undefined)
→ -4.5%	-0.6%	/	-2.5%	-5.5%	2.6%	-1.3%	-7.7%
#28 CC(C)CC(C(=O)Nc1oc(-c2ccccc2)c(-c2ccccc2)c1C#N)N1C(=O)c2ccccc2C1=O (centres undefined)
→ -0.1%	-2.4%	-2.2%	2.5%	4.3%	-11.5%	-12.6%	-5.4%
#29 CCOC(=O)C1(CCCc2ccccc2)CCN(C(=O)c2ocnc2C)CC1
→ -7.3%	-5.2%	-17.5%	0.891µM*	-13.3%	-4.4%	-5.9%	-4.3%
#30 CCOc1ccc(NS(=O)(=O)N(C)C)cc1
→ -3.0%	4.9%	11.4%	-0.5%	-6.2%	-8.7%	-0.7%	-7.5%

The last 2 compounds of the part above come first, to join the parts.
Screens in order: TR SRC2 fluor cs	aGal spleen mod	L3MBTL1 block	ALDH1A1 block	Tau ThT inhib	TRb-SRC2 inh	Tau fluor cs	Tau fibril FP
#29 CCOC(=O)C1(CCCc2ccccc2)CCN(C(=O)c2ocnc2C)CC1
→ -7.3%	-5.2%	-17.5%	0.891µM*	-13.3%	-4.4%	-5.9%	-4.3%
#30 CCOc1ccc(NS(=O)(=O)N(C)C)cc1
→ -3.0%	4.9%	11.4%	-0.5%	-6.2%	-8.7%	-0.7%	-7.5%
#31 CCC(Sc1nnc2c(n1)[nH]c1ccccc12)C(=O)Nc1nnc(C(C)C)s1 (centres undefined)
→ ?	/	/	/	4.1%	-4.5%	-28.8%	?
#32 CC(C)n1cc([C@@H]2C[C@H]3CN(Cc4cccc(Cl)c4)C(=O)[C@]34CCCN24)cn1
→ -1.1%	2.6%	-26.6%	?	-0.6%	2.0%	-3.7%	0.9%
#33 Cc1ccc(NC2=NCC(=O)N2Cc2cccs2)cc1C
→ -1.5%	-4.5%	-2.4%	?	-14.9%	7.1%	-28.7%	6.8%
#34 COc1ccc(NS(=O)(=O)c2ccc(N)c(C(=O)O)c2)cc1
→ -1.0%	6.2%	-2.8%	1.8%	0.6%	-13.4%	-2.0%	2.6%
#35 CCOc1ccc(CCNC(=O)c2ccc3c(c2)N(Cc2ccccc2)C(=O)c2ccccc2S3=O)cc1OCC (centres undefined)
→ 1.5%	/	/	/	0.7%	-0.8%	-17.4%	0.5%
#36 CCOC(=O)N1CCN(C(=O)CNCc2cccs2)CC1
→ -1.4%	-16.6%	1.0%	-0.2%	-8.6%	-1.4%	-4.4%	2.8%
#37 CNc1nc(N)nc(OC(C(F)(F)F)C(F)(F)F)n1
→ -0.7%	-9.8%	/	4.2%	2.1%	-1.3%	0.2%	4.1%
#38 CCN(CC(=O)Nc1cccc(Br)c1)Cc1nc2ccccc2c(=O)[nH]1
→ 0.0%	9.0%	/	?	-3.6%	-2.0%	-22.8%	-6.2%
#39 CCN(CC)S(=O)(=O)c1ccc(C(=O)Nc2ccc3c(c2)OCCO3)cc1
→ 0.4%	0.5%	-5.2%	12.6µM*	-7.8%	-8.2%	-12.4%	5.3%
#40 CCOc1ccc(-c2c(C#N)c(N)nc3c2c(=O)n(C)c(=O)n3C)cc1OC
→ -5.1%	-7.4%	4.6%	35.2%[activator]	7.3%	0.3%	5.0%	-3.2%
#41 O=c1c2ccccc2c(-c2ccc(F)cc2)nn1-c1ccc(C(F)(F)F)cc1
→ -2.2%	-13.0%	3.0%	1.5%	-15.5%	-0.7%	-17.1%	-5.8%
#42 Cc1cccc(-n2ncc3c(NCc4ccccn4)ncnc32)c1
→ -1.3%	5.7%	-5.0%	?	-23.5%	-4.9%	-20.3%	?
#43 CSc1sc(C(=O)NCC2CC2)cc1S(=O)(=O)C(C)C
→ 0.0%	1.2%	/	/	/	0.2%	0.1%	10.4%
#44 COc1cc([N+](=O)[O-])ccc1NC(=O)Cc1ccccc1
→ -1.0%	-7.2%	-3.3%	-2.7%	0.6%	6.0%	-4.9%	-4.0%
#45 O=C(COc1ccc(F)cc1Br)N1CCN(S(=O)(=O)/C=C/c2ccccc2)CC1
→ 1.3%	4.0%	-1.2%	?	2.4%	3.2%	-14.4%	5.6%
#46 CN(C)C(=O)Nc1cnc2ccccc2c1
→ -1.9%	-9.2%	7.0%	-2.8%	-4.2%	-8.0%	-4.0%	-6.2%
#47 C=CCNC(=O)NC(=O)COC(=O)c1cccnc1SC
→ 1.1%	10.4%	/	7.8%	-4.0%	0.6%	-11.5%	-4.5%
#48 CC1(C)Cc2c(sc(NC(=O)c3ccco3)c2C#N)C(C)(C)N1
→ -6.3%	-3.8%	/	-4.1%	-5.6%	-4.5%	0.3%	0.3%
#49 Cc1ccc2oc(C(=O)Nc3sc4c(c3C(=O)NCC3CCCO3)CCC4)cc(=O)c2c1 (centres undefined)
→ -11.3%	/	/	/	-9.5%	0.2%	-7.9%	-6.6%
#50 COC(=O)c1ccccc1NC(=O)NC1CCCCC1
→ -1.4%	4.8%	9.6%	/	1.7%	-2.2%	0.8%	-2.5%
#51 CCc1nnc2c3ccccc3nc(N3CCN(c4ccc(C)cc4C)CC3)n12
→ -3.6%	/	/	/	-13.5%	0.6%	-11.3%	-11.8%
#52 Cc1ccc(-c2nc(C)sc2CC(=O)OCC(=O)Nc2c(F)cccc2F)cc1
→ -7.7%	4.0%	7.5%	2.5%	-4.6%	1.0%	-5.8%	-4.3%
#53 Oc1ccccc1-c1cc(-c2cccc(F)c2)n[nH]1
→ -2.2%	1.0%	2.0%	6.5%	10.3%	-8.0%	?	-6.9%
#54 O=C1N(O)C2(C=CCCC2)/C(=N\O)C12CCCCC2 (centres undefined)
→ -3.2%	5.6%	0.9%	3.0%	-5.0%	-5.6%	1.2%	-0.1%
